CHT inh: inhibits the human high affinity choline transporter | Q9GZV3 | CHT-expressing cells, membrane potential dye, choline response; hits give low values | 310,000 compounds, 0.86% hits | B-score at 10 µM | AID 488975;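 active = B-score over 3 SD under the library average, and starting fluorescence ratio not unusually high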;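 note: choline stimulus applied at its EC90 after an EC20 pre-addition; B-score computed on integrated fluorescence ratio after choline addition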
Target sequence (Q9GZV3 whole entry, looked up): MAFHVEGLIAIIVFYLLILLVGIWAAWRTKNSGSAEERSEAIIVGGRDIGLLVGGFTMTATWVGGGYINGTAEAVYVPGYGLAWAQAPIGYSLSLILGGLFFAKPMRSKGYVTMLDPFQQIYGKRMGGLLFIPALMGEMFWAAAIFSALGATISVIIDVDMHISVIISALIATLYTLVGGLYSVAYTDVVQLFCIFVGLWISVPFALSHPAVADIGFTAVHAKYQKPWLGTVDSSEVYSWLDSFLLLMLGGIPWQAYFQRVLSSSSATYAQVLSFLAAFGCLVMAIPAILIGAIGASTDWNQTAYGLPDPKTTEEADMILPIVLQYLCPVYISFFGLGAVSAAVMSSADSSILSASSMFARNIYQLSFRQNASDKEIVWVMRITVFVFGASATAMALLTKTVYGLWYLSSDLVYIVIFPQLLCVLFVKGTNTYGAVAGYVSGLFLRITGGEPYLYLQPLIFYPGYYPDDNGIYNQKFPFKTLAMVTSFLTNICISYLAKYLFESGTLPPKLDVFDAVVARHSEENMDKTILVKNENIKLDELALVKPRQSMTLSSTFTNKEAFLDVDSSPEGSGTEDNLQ
CHT PAM: allosterically activates the human high affinity choline transporter. CHT-expressing cells, membrane potential dye, choline EC20; hits give high values; LV-AA mutant CHT in HEK293 cells. 310,000 compounds, 0.49% hits. AID 488977. Q9GZV3. B-score at 10 µM;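 active = initial fluorescence not abnormally high and integrated response B-score, plate-corrected, over 3 SD above library mean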
* hit, by the source's call.

What do the screens show for `COC(=O)C1=C(C)N(CCCC(=O)O)C(=O)NC1c1cc2c(cc1[N+](=O)[O-])OCO2` (stereo not given)?
CHT inh: inactive; CHT PAM: inactive

How did O=C(Nc1ccccc1)c1n[nH]c(Cn2cncn2)n1 do in these assays?
CHT inh: inactive; CHT PAM: inactive

Results for Cc1ncc([N+](=O)[O-])n1Cc1ccccc1F ?
CHT inh: inactive; CHT PAM: inactive

Results for Cc1ccc(C(=O)C2=C(O)C(=O)N(Cc3cccnc3)C2c2ccc(Cl)c(Cl)c2)o1 (stereo not given) ?
CHT inh: inactive; CHT PAM: inactive

What do the screens show for `CCN1CCN(CC(O)COc2ccc3c(c2)CCC3)CC1` (stereo not given)?
CHT inh: inactive; CHT PAM: inactive

How did COCCN(CCOC)S(=O)(=O)c1ccc(OC)cc1 do in these assays?
CHT inh: inactive; CHT PAM: inactive

What do the screens show for `CCN(CC)C(=O)c1ccc(S(=O)(=O)c2ccccc2)cc1`?
CHT inh: inactive; CHT PAM: inactive

Results for O=C(Nc1ccc(Br)cc1F)c1ccc2nsnc2c1 ?
CHT inh: inactive; CHT PAM: inactive

How did CCOC(=O)C(C)c1c(C)[nH]c(=S)[nH]c1=O (stereo not given) do in these assays?
CHT inh: inactive; CHT PAM: inactive

What do the screens show for `CCn1c(O)c(/C=N/n2cnnc2)sc1=S`?
CHT inh: inactive; CHT PAM: inactive

How did Cc1ccc(S(=O)(=O)N2CCN(S(=O)(=O)N3CCOCC3)CC2)c(C)c1 do in these assays?
CHT inh: inactive; CHT PAM: inactive

Results for Brc1cc(Br)c2nc3c(cc2c1)CCC3 ?
CHT inh: inactive; CHT PAM: inactive

How did O=C1OCCC1Sc1nc(-c2ccccc2)cs1 (stereo not given) do in these assays?
CHT inh: -9.08*; CHT PAM: inactive

Results for CCOC(=O)c1cc2occc2n1CC(=O)Nc1ccc(OC)cc1OC ?
CHT inh: inactive; CHT PAM: inactive

What do the screens show for `CCC1(C)CC(c2nc(-c3ccc(OC)cc3)cs2)CCS1` (stereo not given)?
CHT inh: inactive; CHT PAM: inactive

How did CC(=O)O[C@]1(C(C)=O)CC[C@H]2[C@@H]3C=CC4=CC(=O)C=C[C@]4(C)[C@H]3CC[C@@]21C do in these assays?
CHT inh: inactive; CHT PAM: inactive

What do the screens show for `COc1ccc(OC(=O)CN2C(=O)C3C4CCC(C4)C3C2=O)cc1` (stereo not given)?
CHT inh: inactive; CHT PAM: inactive

Results for Cc1ccc(CS(=O)Cc2ccc(C(=O)N3CCN(c4ccccc4)CC3)o2)cc1 (stereo not given) ?
CHT inh: inactive; CHT PAM: inactive

How did Cc1ccc(S(=O)(=O)N2C(=O)CCC2C(=O)O/N=C(\N)c2ccc([N+](=O)[O-])cc2)cc1 (stereo not given) do in these assays?
CHT inh: inactive; CHT PAM: inactive

How did CCN(CC)c1ccc(NC(=O)CCc2nnc3ccc(N4CCCC4)nn23)c(C)c1 do in these assays?
CHT inh: inactive; CHT PAM: inactive

Results for c1ccc(OCc2nn3c(-c4cccnc4)nnc3s2)cc1 ?
CHT inh: inactive; CHT PAM: inactive

What do the screens show for `O=C(Nc1ccccc1)C1CC2CCC1C2` (stereo not given)?
CHT inh: inactive; CHT PAM: inactive

What do the screens show for `Cc1ccn(CC(=O)N2CCCC(Nc3ccc(F)c(F)c3)C2)n1` (stereo not given)?
CHT inh: inactive; CHT PAM: inactive

What do the screens show for `COc1ccc(C2c3ccc4ccccc4c3Oc3ncn(Cc4ccco4)c(=N)c32)cc1OC` (stereo not given)?
CHT inh: inactive; CHT PAM: inactive

Results for COC(=O)c1cc(S(=O)(=O)N2CCCC(C)C2)cn1C (stereo not given) ?
CHT inh: inactive; CHT PAM: inactive

How did C=C(C)c1cccc(C(C)(C)NC(=O)N2CCCC(C)C2)c1 (stereo not given) do in these assays?
CHT inh: inactive; CHT PAM: inactive

Results for CCC1(C)N(O)C(C)(C)C(c2ccc(OC)cc2)=[N+]1[O-] (stereo not given) ?
CHT inh: inactive; CHT PAM: inactive

How did COC(=O)c1sc(NC(=O)c2c(OC)cccc2OC)c(C#N)c1C do in these assays?
CHT inh: inactive; CHT PAM: inactive

What do the screens show for `CC1CCCCN1C(=O)CN1C(=O)c2ccccc2S1(=O)=O` (stereo not given)?
CHT inh: inactive; CHT PAM: inactive

What do the screens show for `CC(=O)Nc1ccc(Nc2ccc(S(=O)(=O)C(F)(F)F)cc2[N+](=O)[O-])cc1`?
CHT inh: inactive; CHT PAM: inactive

How did CCCCC[n+]1ccn(-c2nc3ccccc3nc2[N-]S(=O)(=O)c2ccccc2)c1 do in these assays?
CHT inh: inactive; CHT PAM: inactive

Results for COCCSc1nnc(NC(=O)c2ccco2)s1 ?
CHT inh: inactive; CHT PAM: inactive

How did CC1CN(c2nc(Nc3ccccc3F)nc(N)c2[N+](=O)[O-])CC(C)O1 (stereo not given) do in these assays?
CHT inh: inactive; CHT PAM: inactive

Results for COc1ccccc1NC(=O)c1c(O)c2ccccc2[nH]c1=O ?
CHT inh: inactive; CHT PAM: inactive

What do the screens show for `Cc1ccccc1CN1C(=O)C2(OCCCO2)c2ccccc21`?
CHT inh: inactive; CHT PAM: inactive

What do the screens show for `COc1ccc(NCc2nnc(-c3ccccc3)o2)cc1`?
CHT inh: inactive; CHT PAM: inactive

Results for CC(C)CN(CC(C)C)C(=O)CN1C(=O)NC2(CCc3ccccc3C2)C1=O (stereo not given) ?
CHT inh: inactive; CHT PAM: inactive

How did CC1CCN(CCCCOc2ccccc2F)CC1 do in these assays?
CHT inh: inactive; CHT PAM: inactive

Results for Cc1ccc2nc(N(CCN(C)C)C(=O)c3ccc4c(c3)OCCO4)sc2c1 ?
CHT inh: inactive; CHT PAM: inactive

How did COc1ccc(N2CCN(CCC(=O)c3ccc4ccccc4c3)CC2)cc1 do in these assays?
CHT inh: inactive; CHT PAM: inactive

Sorted by SMILES length (lowest first): part of the list above.
How did CC1CCN(CCCCOc2ccccc2F)CC1 do in these assays?
CHT inh: inactive; CHT PAM: inactive

Results for COCCSc1nnc(NC(=O)c2ccco2)s1 ?
CHT inh: inactive; CHT PAM: inactive

What do the screens show for `COc1ccc(NCc2nnc(-c3ccccc3)o2)cc1`?
CHT inh: inactive; CHT PAM: inactive

What do the screens show for `Cc1ccccc1CN1C(=O)C2(OCCCO2)c2ccccc21`?
CHT inh: inactive; CHT PAM: inactive

What do the screens show for `CC1CCCCN1C(=O)CN1C(=O)c2ccccc2S1(=O)=O` (stereo not given)?
CHT inh: inactive; CHT PAM: inactive

How did COC(=O)c1sc(NC(=O)c2c(OC)cccc2OC)c(C#N)c1C do in these assays?
CHT inh: inactive; CHT PAM: inactive

Results for CCC1(C)N(O)C(C)(C)C(c2ccc(OC)cc2)=[N+]1[O-] (stereo not given) ?
CHT inh: inactive; CHT PAM: inactive

Results for Cc1ccc2nc(N(CCN(C)C)C(=O)c3ccc4c(c3)OCCO4)sc2c1 ?
CHT inh: inactive; CHT PAM: inactive

Results for CC(C)CN(CC(C)C)C(=O)CN1C(=O)NC2(CCc3ccccc3C2)C1=O (stereo not given) ?
CHT inh: inactive; CHT PAM: inactive

How did CCCCC[n+]1ccn(-c2nc3ccccc3nc2[N-]S(=O)(=O)c2ccccc2)c1 do in these assays?
CHT inh: inactive; CHT PAM: inactive

What do the screens show for `CC(=O)Nc1ccc(Nc2ccc(S(=O)(=O)C(F)(F)F)cc2[N+](=O)[O-])cc1`?
CHT inh: inactive; CHT PAM: inactive

(listing goes on)
How did CC1Cc2cc(S(=O)(=O)NCc3ccccc3)ccc2N1C(=O)C1CC1 (stereo not given) do in these assays?
CHT inh: inactive; CHT PAM: inactive

How did c1ccc(CSc2nnc(-c3ccccc3)c(-c3ccccc3)n2)cc1 do in these assays?
CHT inh: inactive; CHT PAM: inactive

Results for COc1cc(OC)nc(NC(C)=O)n1 ?
CHT inh: inactive; CHT PAM: inactive

Results for CCn1c2ccccc2c2cc(NC(=O)c3ccc([N+](=O)[O-])cc3)ccc21 ?
CHT inh: inactive; CHT PAM: inactive

How did Cc1ccc(OC(=O)c2ccc(C)c(C)c2)cn1 do in these assays?
CHT inh: inactive; CHT PAM: inactive

What do the screens show for `COc1ccccc1NC(=O)C(C)OC(=O)/C=C/c1ccc2ccccc2n1` (stereo not given)?
CHT inh: inactive; CHT PAM: inactive

Results for CCCn1c(C)cc(=O)c2cc(NC(=O)c3ccccn3)ccc21 ?
CHT inh: -5.1*; CHT PAM: inactive

Results for O=c1cc(NC2CCCCC2)c2ccccc2o1 ?
CHT inh: inactive; CHT PAM: inactive

How did COc1ccc(S(=O)(=O)N2CCCOC2CNC(=O)C(=O)NCCCn2ccnc2)cc1 (stereo not given) do in these assays?
CHT inh: inactive; CHT PAM: inactive

Results for CCOC(=O)c1c(-c2ccc(F)cc2)csc1/N=C/N(C)C ?
CHT inh: inactive; CHT PAM: inactive

Results for COC(=O)C[C@H]1c2ccccc2S(=O)(=O)N1C(C)C ?
CHT inh: inactive; CHT PAM: inactive

Results for COc1ccc2oc(C(=O)OCC(=O)NCC3CCCO3)c(C)c2c1 (stereo not given) ?
CHT inh: inactive; CHT PAM: inactive

What do the screens show for `CCOc1ccc(C(=O)/C=C/c2cc(OC)c(OC)c(OC)c2)cc1`?
CHT inh: inactive; CHT PAM: inactive

How did CS(=O)(=O)N(CC(=O)NCc1ccccc1)Cc1ccc(Cl)cc1 do in these assays?
CHT inh: inactive; CHT PAM: inactive

What do the screens show for `O=C(c1cc(-c2ccccn2)nc2ccc(Cl)cc12)N1CCN(CCc2ccccc2)CC1`?
CHT inh: inactive; CHT PAM: inactive

How did CC1=C(C#N)CCC(=O)N1Cc1c(C)cc(C)cc1C do in these assays?
CHT inh: inactive; CHT PAM: inactive

What do the screens show for `Cc1ccc(Cn2cccc(NC(=O)CCC3CCCC3)c2=O)cc1`?
CHT inh: inactive; CHT PAM: inactive

What do the screens show for `COc1ccc(CN(C)CC(=O)NC(C)c2ccccc2)c(OC)c1` (stereo not given)?
CHT inh: inactive; CHT PAM: inactive

What do the screens show for `CCC(C)Nc1nc(OC(C(F)(F)F)C(F)(F)F)nc(OC(C(F)(F)F)C(F)(F)F)n1` (stereo not given)?
CHT inh: inactive; CHT PAM: inactive

Results for CSc1nnc(C)c(=O)n1COC(=O)c1ccc([N+](=O)[O-])cc1 ?
CHT inh: inactive; CHT PAM: inactive

How did COc1ccc(NC(=O)Nc2cccc(NC(C)=O)c2)c(OC)c1 do in these assays?
CHT inh: inactive; CHT PAM: inactive

How did CN(C)S(=O)(=O)c1cccc(-c2nn(-c3ccccc3)cc2/C=C2\SC(=S)NC2=O)c1 do in these assays?
CHT inh: inactive; CHT PAM: inactive

How did O=S(=O)(ON(c1ccccc1)S(=O)(=O)c1ccccc1)c1ccccc1 do in these assays?
CHT inh: inactive; CHT PAM: inactive

What do the screens show for `CCCNC(=O)c1csc2c1CCCCC2`?
CHT inh: inactive; CHT PAM: inactive

What do the screens show for `C/C(N)=N\S(=O)(=O)c1ccc(Cl)cc1`?
CHT inh: inactive; CHT PAM: inactive

What do the screens show for `COc1cc(/C=C/C(=O)OC(C)C(=O)Nc2c(C)n(C)n(-c3ccccc3)c2=O)ccc1O` (stereo not given)?
CHT inh: inactive; CHT PAM: inactive

How did COc1ccc(OC)c(/C=N/N(C)c2ccccc2)c1 do in these assays?
CHT inh: inactive; CHT PAM: inactive

How did COc1ccc(-c2cn(Cc3ccc4c(c3)C(=O)c3ccccc3C4=O)nn2)cc1 do in these assays?
CHT inh: inactive; CHT PAM: inactive

How did COc1ccc(OCCC(=O)N2CCOCC2)cc1 do in these assays?
CHT inh: inactive; CHT PAM: inactive

Results for O=C(Nc1ccc2c(c1)OCO2)C1CCCN1C(=O)Nc1ccccc1F (stereo not given) ?
CHT inh: inactive; CHT PAM: inactive

What do the screens show for `COc1ccc(NC(=O)CSc2nnc(-c3ccoc3C)n2CCc2ccccc2)cc1`?
CHT inh: inactive; CHT PAM: inactive

Results for CC(=O)Nc1ccc(S(=O)(=O)NCc2ccc3[nH]c(C)cc3c2)cc1 ?
CHT inh: inactive; CHT PAM: inactive

Results for Cc1cc(C)c2c(=O)[nH]c(SCC(=O)c3ccc(F)c(C)c3)nc2n1 ?
CHT inh: inactive; CHT PAM: inactive

How did Cc1nn(C(=O)CN2C(=O)c3ccccc3C2=O)c(C)c1Br do in these assays?
CHT inh: inactive; CHT PAM: inactive

What do the screens show for `CC12CCC(=O)N1C(C(=O)Nc1nc(-c3ccccc3Cl)cs1)CS2` (stereo not given)?
CHT inh: inactive; CHT PAM: inactive

What do the screens show for `O=C(Nc1ccc(O)c(-c2nc3ccccc3o2)c1)C1(c2ccc([N+](=O)[O-])cc2)CCCC1`?
CHT inh: inactive; CHT PAM: inactive

Results for CCOC(=O)c1ccccc1OCc1cc(/C=N/n2cnnc2)ccc1OC ?
CHT inh: inactive; CHT PAM: inactive

How did O=C(Nc1ccc(-c2noc(COc3ccccc3Cl)n2)cc1)c1ccco1 do in these assays?
CHT inh: inactive; CHT PAM: inactive

What do the screens show for `Cc1c(N=Cc2cccs2)c(=O)n(-c2ccccc2)n1C`?
CHT inh: inactive; CHT PAM: inactive

How did O=C(NCC1CCCO1)c1ccc2c(=O)n(CC3CCCO3)c(SCC(=O)N3CCCC3)nc2c1 (stereo not given) do in these assays?
CHT inh: inactive; CHT PAM: inactive

How did Cc1cccc(N(CC(=O)NC(C)(C)C)C(=O)CCC(=O)Nc2nccs2)c1 do in these assays?
CHT inh: inactive; CHT PAM: inactive

How did COC(Cc1nnc(SC)n1-c1ccc(Cl)cc1)OC do in these assays?
CHT inh: inactive; CHT PAM: inactive

What do the screens show for `COC(=O)C(C)Sc1nnc(Cc2cc(=O)[nH]c(=O)[nH]2)n1-c1cc(C)ccc1C` (stereo not given)?
CHT inh: inactive; CHT PAM: inactive

How did Cc1ccc(CC2(O)CC(C)N(C)CC2C)c(C)c1 (stereo not given) do in these assays?
CHT inh: inactive; CHT PAM: inactive

How did COC(=O)[C@H](C)NC(=O)NCc1ccc(F)cc1 do in these assays?
CHT inh: inactive; CHT PAM: inactive

How did C/C(CC(=O)Nc1c(C)cc(C)cc1C)=N\NC(=O)Cc1ccccc1 do in these assays?
CHT inh: inactive; CHT PAM: inactive
